FAS TE block – FAS thioesterase (human) inhibition; P49327; recombinant FAS-TE, OMFH fluorogenic substrate, fluorescence endpoint; inhibition, % at 15 µM; 360,000 tested, 0.67% active; AID 602261;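 active = compounds whose normalised, plate-corrected inhibition of enzyme fluorescence in the single-dose primary screen is 50% or more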;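 also: 0% = DMSO with enzyme and 100% = substrate without enzyme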
Target sequence (P49327 whole entry, looked up): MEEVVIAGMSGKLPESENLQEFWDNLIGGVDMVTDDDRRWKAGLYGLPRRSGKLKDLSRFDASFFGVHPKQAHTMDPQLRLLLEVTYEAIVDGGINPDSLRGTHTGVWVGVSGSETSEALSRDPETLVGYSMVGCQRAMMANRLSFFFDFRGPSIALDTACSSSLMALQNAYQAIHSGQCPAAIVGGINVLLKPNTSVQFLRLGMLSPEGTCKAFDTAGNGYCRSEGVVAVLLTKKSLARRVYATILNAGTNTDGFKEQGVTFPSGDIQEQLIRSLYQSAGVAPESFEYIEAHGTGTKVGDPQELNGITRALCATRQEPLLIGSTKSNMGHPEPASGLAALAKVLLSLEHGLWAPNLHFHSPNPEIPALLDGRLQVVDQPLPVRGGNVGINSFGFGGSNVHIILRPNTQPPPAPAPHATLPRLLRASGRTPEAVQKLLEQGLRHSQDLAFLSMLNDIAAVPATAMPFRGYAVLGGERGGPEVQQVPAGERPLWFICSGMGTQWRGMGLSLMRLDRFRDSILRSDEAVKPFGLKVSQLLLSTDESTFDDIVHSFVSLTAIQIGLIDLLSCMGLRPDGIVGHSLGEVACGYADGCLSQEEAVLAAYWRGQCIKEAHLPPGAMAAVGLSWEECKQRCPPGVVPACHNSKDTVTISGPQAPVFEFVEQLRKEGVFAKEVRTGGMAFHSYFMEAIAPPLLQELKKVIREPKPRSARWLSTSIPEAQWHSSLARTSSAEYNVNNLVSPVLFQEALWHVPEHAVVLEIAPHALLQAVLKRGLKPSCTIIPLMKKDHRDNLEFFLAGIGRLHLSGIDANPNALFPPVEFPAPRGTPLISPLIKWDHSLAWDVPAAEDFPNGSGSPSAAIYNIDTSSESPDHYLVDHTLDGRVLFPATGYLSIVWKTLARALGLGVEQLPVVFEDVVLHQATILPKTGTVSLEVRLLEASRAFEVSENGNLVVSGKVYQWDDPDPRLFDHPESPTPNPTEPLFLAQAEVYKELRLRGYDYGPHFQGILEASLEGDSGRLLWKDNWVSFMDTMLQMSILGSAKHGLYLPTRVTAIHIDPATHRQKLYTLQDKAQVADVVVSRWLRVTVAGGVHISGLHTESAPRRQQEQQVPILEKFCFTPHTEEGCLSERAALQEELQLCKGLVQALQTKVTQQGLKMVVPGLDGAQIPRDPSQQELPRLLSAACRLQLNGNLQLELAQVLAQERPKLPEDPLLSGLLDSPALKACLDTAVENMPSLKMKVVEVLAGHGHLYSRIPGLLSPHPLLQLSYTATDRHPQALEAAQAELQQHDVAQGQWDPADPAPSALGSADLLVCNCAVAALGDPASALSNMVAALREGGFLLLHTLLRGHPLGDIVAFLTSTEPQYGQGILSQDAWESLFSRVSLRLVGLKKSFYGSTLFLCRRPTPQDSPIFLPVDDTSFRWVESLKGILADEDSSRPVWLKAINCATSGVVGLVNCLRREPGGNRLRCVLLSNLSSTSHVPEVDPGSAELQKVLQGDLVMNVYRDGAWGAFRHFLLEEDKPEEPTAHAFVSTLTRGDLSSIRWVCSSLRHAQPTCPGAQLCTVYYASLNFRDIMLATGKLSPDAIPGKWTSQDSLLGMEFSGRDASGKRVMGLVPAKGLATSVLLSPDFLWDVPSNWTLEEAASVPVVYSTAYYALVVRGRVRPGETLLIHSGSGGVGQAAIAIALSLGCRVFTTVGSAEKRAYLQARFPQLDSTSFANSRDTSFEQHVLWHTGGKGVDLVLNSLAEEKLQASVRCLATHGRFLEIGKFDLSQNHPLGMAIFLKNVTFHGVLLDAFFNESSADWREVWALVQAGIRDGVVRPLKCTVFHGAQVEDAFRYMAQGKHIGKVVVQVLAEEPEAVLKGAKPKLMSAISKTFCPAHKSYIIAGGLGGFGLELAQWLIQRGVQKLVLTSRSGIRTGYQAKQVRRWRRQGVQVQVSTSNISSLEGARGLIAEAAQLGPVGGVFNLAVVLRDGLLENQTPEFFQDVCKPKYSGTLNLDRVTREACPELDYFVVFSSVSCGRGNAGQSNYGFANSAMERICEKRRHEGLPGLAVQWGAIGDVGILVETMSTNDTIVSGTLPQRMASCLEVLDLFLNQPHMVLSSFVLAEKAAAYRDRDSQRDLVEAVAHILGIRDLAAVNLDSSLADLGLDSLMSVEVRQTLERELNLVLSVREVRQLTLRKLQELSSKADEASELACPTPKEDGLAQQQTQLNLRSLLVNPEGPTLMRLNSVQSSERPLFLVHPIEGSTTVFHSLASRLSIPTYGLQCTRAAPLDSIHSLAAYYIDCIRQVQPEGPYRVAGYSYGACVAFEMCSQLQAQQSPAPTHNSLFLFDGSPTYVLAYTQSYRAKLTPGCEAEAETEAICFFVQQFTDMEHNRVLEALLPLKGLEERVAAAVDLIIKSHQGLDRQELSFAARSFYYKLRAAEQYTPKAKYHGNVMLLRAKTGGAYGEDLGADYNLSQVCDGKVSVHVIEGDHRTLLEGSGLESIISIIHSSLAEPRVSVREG
TbMetRS inhib – blocks T. brucei methionyl-tRNA synthetase activity | purified T. brucei MetRS, ATP depletion, Kinase-Glo luminescence | inhibition, % at 11.9 µM | 360,000 tested, 0.4% active | AID 624268;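 active = inhibition above a per-plate cutoff of the control wells' mean inhibition plus 3 SD, cut at about 5.5% in these data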;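 also: 0% = DMSO wells median and 100% = median of wells with control inhibitor compound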
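Material – parasite MetRS enzyme · Medium – HEPES-MgCl2-KCl buffer plus DTT, spermine, BSA, pyrophosphatase · Reagent – ATP, methionine and E. coli bulk tRNA substrates · Times – 15 min enzyme-compound preincubation, 2 h reaction, 10 min detection, 25 °C · Measured by – luminescence of leftover ATP · Evaluation – percent inhibition relative to median high and low control wells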
SKN-1 inh – blocks SKN-1 activity in C. elegans. inhibition, % at 21.8 µM. C. elegans VP596 Pgst-4::GFP/RFP ratio, acrylamide-induced, 24 h. 360,000 tested, 0.49% active;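 active = interference check ratio from 0.5 to 1.5 plus GFP to RFP signal ratio inhibition reaching or exceeding a fixed threshold, cut at about 30% in these data, passing the limit was not always enough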; also: some compounds called inactive have numbers as strong as hits
PABP1 MLLE inh – blocks PAM2 peptide binding to the PABP1 MLLE domain; P11940; GST-MLLE / FITC-PAM2 fluorescence polarization; inhibition, % at 20 µM; 360,000 tested, 0.36% active; AID 588489; in the data active = inhibition above about 35%, passing the limit was not always enough;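 also: plate controls were DMSO wells with GST-MLLE for no effect and wells lacking GST-MLLE protein for full effect; some results filed as inactive read as strong as hits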
bovine MsrA act – activates bovine MsrA enzyme. purified bovine MsrA, absorbance read-out. activation, % at 10.6 µM. 360,000 tested, 0.3% active; in the data active = activation above about 7.5%;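 also: 0% = vehicle and 100% = reference activator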
MsrA inh – inhibitors of bovine MsrA | purified bovine MsrA, absorbance read-out | inhibition, % at 15.5 µM | 360,000 tested, 0.75% active; in the data active = inhibition above about 4.5%;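 also: 0% = vehicle wells with enzyme and 100% = reference inhibitor wells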
E coli Lon inh – inhibits E. coli Lon protease. inhibition, % at 7.94 µM. purified E. coli Lon protease, fluorescence polarization. 360,000 tested, 0.42% active. AID 602123; in the data active = inhibition above about 13%, passing the limit was not always enough;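 also: 0% = enzyme with probe and DMSO and 100% = no enzyme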
MT1-MMP act inh – blocks activation of human MT1-MMP | P50281 | HT1080 RFP-PRO-GFP cells, GFP/RFP ratio fluorescence, overnight; percent of plate control window, DMSO zero | GFP/RFP ratio change, % at 20 µM | 360,000 tested, 0.061% active | AID 651647;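 active = GFP/RFP ratio change of at least 30% with cell ATP level not reduced by more than half and red fluorescence within 50% of control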; also: strong numbers were not always called active
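Read-out: GFP/RFP fluorescence ratio; Test system: RFP-PRO-GFP reporter HT1080 cells; Compound dosing: single-point 20 µM compound, 1% DMSO; Times: overnight compound exposure at 37 °C.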
NRP1-CendR mod – alters CendR peptide binding to human NRP-1 | O14786 | inhibition, % at 25 µM | 360,000 tested, 0.85% active | FAM-RPARPAR peptide binding to NRP-1, fluorescence polarization | AID 602438;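 active = inhibition or corrected inhibition above about 18%, plus a signal ratio from 0.5 to 1.5, limit read from the data, passing the limit was not always enough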; also: strong numbers were not always called active
Active calls of the source: *; x = no result given.

SMILES	FAS TE block	TbMetRS inhib	SKN-1 inh	PABP1 MLLE inh	bovine MsrA act	MsrA inh	E coli Lon inh	MT1-MMP act inh	NRP1-CendR mod
O=C1NC[C@H](Cc2ccc(O)cc2)N(CC2CCCCC2)C1=O	-6	-0.5	0	-7	-4	0.0	-6	1	4
COc1ccc(N2CCN(CC(=O)Nc3nnc(-c4ccccc4)s3)CC2)cc1	-8	-0.8	-10	-2	-12	1.2	-7	4	-10
Cc1nnc(NCCc2ccccc2)[nH]c1=O	-8	1.0	5	-3	-4	-0.2	-1	-1	-2
O=C(NCCOC(=O)C1COc2ccccc2O1)c1cccnc1 (stereo unspecified)	-8	-0.3	7	-1	-5	-1.0	-6	4	8
COc1ccccc1C1C2=C(CC(C)(C)CC2=O)N(CC(=O)O)C2=C1C(=O)CC(C)(C)C2	-2	1.7	17	9	-2	1.7	7	-1	-5
COc1cc(NC(=O)c2cccs2)ccc1NC(=O)Cc1ccccc1	2	-0.3	1	4	-2	-0.1	-4	2	14
CCc1ccc(Nc2nnc(SCC(=O)N(C)CC(=O)Nc3ccccc3CC)s2)cc1	1	-0.5	6	-31	-3	-1.6	6	-1	0
COC(=O)C1CN(S(=O)(=O)c2ccc(NC(C)=O)cc2)CCS1 (stereo unspecified)	-6	1.9	0	-2	0	-0.2	-2	5	11
Cc1cc(-c2c(C)n([O-])c(C)c(C)[n+]2=O)ccc1F	-7	-0.9	-1	6	0	-0.1	-8	-4	-3
Cc1nn(CC#N)c(=O)n1N(C)c1ncc(C(F)(F)F)cc1Cl	-2	-0.1	-4	3	-1	-0.2	2	3	-1
CCOc1cc(CNc2ncc(-c3ccc(OC)cc3)n2C)ccc1O	-6	-0.5	-3	-4	3	-0.5	-1	0	-8
CCOC(=O)c1sc(NC(=O)CCC(=O)O)nc1C	-8	-0.6	-12	-2	-3	-1.1	-3	8	8

Two entries drawn at random from the list so far, as already listed:
SMILES	FAS TE block	TbMetRS inhib	SKN-1 inh	PABP1 MLLE inh	bovine MsrA act	MsrA inh	E coli Lon inh	MT1-MMP act inh	NRP1-CendR mod
O=C1NC[C@H](Cc2ccc(O)cc2)N(CC2CCCCC2)C1=O	-6	-0.5	0	-7	-4	0.0	-6	1	4
Cc1cc(-c2c(C)n([O-])c(C)c(C)[n+]2=O)ccc1F	-7	-0.9	-1	6	0	-0.1	-8	-4	-3

Two of the compounds above, bar-delimited.
SMILES | FAS TE block | TbMetRS inhib | SKN-1 inh | PABP1 MLLE inh | bovine MsrA act | MsrA inh | E coli Lon inh | MT1-MMP act inh | NRP1-CendR mod
Cc1nnc(NCCc2ccccc2)[nH]c1=O | -8 | 1.0 | 5 | -3 | -4 | -0.2 | -1 | -1 | -2
COc1cc(NC(=O)c2cccs2)ccc1NC(=O)Cc1ccccc1 | 2 | -0.3 | 1 | 4 | -2 | -0.1 | -4 | 2 | 14

The list continues:
SMILES	FAS TE block	TbMetRS inhib	SKN-1 inh	PABP1 MLLE inh	bovine MsrA act	MsrA inh	E coli Lon inh	MT1-MMP act inh	NRP1-CendR mod
Cc1ccc(C)c(NC(=S)NNC(=O)c2csc(C)c2)c1	-10	0.5	3	23	-3	0.5	2	-2	-10
CC1(C(=O)NCc2cccc3ccccc23)CCN1Cc1ccc(OC(F)(F)F)cc1 (stereo unspecified)	34	-0.2	-5	0	0	-0.1	-3	-8	0
C#CCOCCOCCOCCNc1nc(N2CCN(C(=O)[C@H](CCCCN)n3cc(CN)nn3)CC2)nc(N2CCN(C(=O)[C@H](CCCCN)n3cc(CN)nn3)CC2)n1	-9	-0.4	4	2	-1	-0.3	1	3	32*
COC(=O)c1ccc(/C=C2\CCn3c2nc2cc(C(=O)O)ccc2c3=O)cc1	-2	0.6	4	2	-2	x	3	4	-6
Nc1nc(SCC(=O)N2CCCCC2)[nH]c(=O)c1NC(=O)c1ccccc1F	1	-0.5	3	0	-1	-0.7	-3	1	4
CCN1CCN(S(=O)(=O)c2ccc(Cl)c(C(=O)NC(C)(C)C)c2)CC1	-2	0.3	5	5	-2	-0.7	1	2	-6
COc1cc(Cn2c3ccc(NC(=O)CC(C)C(F)(F)F)cc3c(=O)n2C)ccc1F (stereo unspecified)	-4	0.2	2	-36	-3	-0.5	1	-7	-52
O=C(COC(=O)/C=C/c1ccccc1Cl)NC1CC1	-7	-0.1	5	-6	-2	-0.8	-11	3	-14
O=C(CN(C(=O)c1csnn1)c1ccccc1)NCCc1ccccc1	-4	0.2	6	22	-3	-1.1	-7	1	6
Oc1oc(-c2cccc3ccccc23)nc1/C=N/c1nccs1	-5	-1.1	2	-78	-9	2.7	-249	1	-58
O=C1C2CC=CCC2C(=O)N1c1cccc(OS(=O)(=O)c2ccc3ccccc3c2)c1 (stereo unspecified)	25	-0.4	-8	6	2	-0.8	-1	0	2
COc1cccc(C(C)(O)c2nc(-c3ccc(N(C)C)cc3)cs2)c1 (stereo unspecified)	11	-0.2	27	5	-2	0.6	-3	1	6
C/C(=N\NC(=O)c1ccccc1OCCOc1ccccc1)c1ccccc1F	25	-0.3	-1	-4	-1	-0.9	-6	-2	8
COc1cc(OC)c(C(=O)NC2CCCc3ccccc32)cc1OC (stereo unspecified)	0	-0.8	-7	-9	-1	0.8	-5	2	-1
Cc1cccc2cc(CN(Cc3cccs3)C(=S)NCc3ccco3)c(=O)[nH]c12	13	0.1	10	-149	-6	0.1	0	0	-1
O=C(NC1CS(=O)(=O)CC1NCc1ccccc1)c1ccccc1 (stereo unspecified)	-9	-0.2	37*	-8	-4	0.1	3	-7	-18
Cc1c(C(=O)OCC(=O)N(C)C2CCS(=O)(=O)C2)oc2ccc(Br)cc12 (stereo unspecified)	-2	-0.8	-11	-9	-3	1.9	2	-3	7
CCc1ccc(/C=N/NC(=O)c2cc(-c3cccc([N+](=O)[O-])c3)n[nH]2)cc1	4	-0.7	0	1	-6	1.2	4	-7	11
CCOC(=O)C1(Cc2ccccc2C)CCCN(C(=O)CCc2c(C)noc2C)C1 (stereo unspecified)	-1	0.1	12	-10	3	1.6	1	-1	6
O=C(NCCN1CCN(C(=O)c2ccc(F)cc2)CC1)C(=O)NCc1ccccc1	-8	-0.2	9	-3	2	0.6	-5	0	8
Cn1c2cc(Br)sc2c2cnn(Cc3ccc(F)cc3F)c(=O)c21	4	0.8	-10	12	-8	-1.1	-6	-2	-5
Cc1ccc(S(=O)(=O)[N-]c2nc3ccccc3nc2-[n+]2cc(C)cc(C)c2)cc1	-6	-0.3	-2	6	-1	0.5	15	-11	-7
O=c1c2ccccc2nc(SCc2ccc([N+](=O)[O-])cc2)n1-c1ccc(Cl)cc1	42	-0.6	4	-9	-5	0.6	-6	2	-1
COc1ccc(C(=O)n2nc(-c3ccco3)nc2SC)cc1OC	19	-1.0	20	22	-5	0.0	-5	2	-11
O=C(NCC1CCCO1)c1nc(Cn2ccc([N+](=O)[O-])n2)no1 (stereo unspecified)	-5	-0.2	20	3	0	-0.4	5	-1	2
CC(C)C(=O)NC(=O)[C@@H]1CCCN1C(=O)/C=C/c1ccccc1	-9	-0.3	20	-10	-1	-0.3	1	3	7
COC(=O)c1ccc2nc(-c3cccc(Cl)c3)c(Cc3cccc(Cl)c3)n2c1	23	-0.9	13	x	-4	0.3	1	-3	-20
O=c1[nH]cnc2sc3c(c12)CCC3	-6	-0.3	-8	1	-4	1.8	-6	-7	-8
Cc1nnc(NC(=O)CSc2nnc(CNC(=O)c3ccc(F)cc3)o2)s1	-6	-0.6	-6	21	-9	-0.8	11	2	2
O=C1/C(=C/c2cccnc2)CC/C1=C\c1cccnc1	-5	0.0	4	6	-4	0.9	2	-5	2
Cc1occc1-c1nnc(SCC(=O)NC2CCCC2)n1C	-4	-0.6	15	9	1	0.6	3	5	8
O=C(O)CSCC(=O)N1CCCN(c2nc3ccc(Cl)cc3s2)CC1	-1	0.2	-6	4	-2	2.6	-11	-1	-4
CCN(CC)S(=O)(=O)c1ccc(-c2csc(C)n2)cc1	4	-0.3	14	24	1	-0.6	-2	3	-3
CC1CCC2(CC1)NC(=O)N(CC(=O)NCc1ccc(Cl)cc1)C2=O (stereo unspecified)	-3	-0.2	13	-2	-2	-0.2	5	1	12
Cc1csc(NC(=O)CSc2nc3[nH]ncc3c(=O)[nH]2)n1	-7	-0.6	-13	12	-1	-1.6	4	1	-2
CS(=O)(=O)c1ccc(C(=O)N2CC(=O)Nc3ccccc32)cc1	-1	-0.6	-3	-85	-2	-0.7	-13	1	-2

Some of these compounds in order of number of heavy atoms, rising.
SMILES	FAS TE block	TbMetRS inhib	SKN-1 inh	PABP1 MLLE inh	bovine MsrA act	MsrA inh	E coli Lon inh	MT1-MMP act inh	NRP1-CendR mod
O=c1[nH]cnc2sc3c(c12)CCC3	-6	-0.3	-8	1	-4	1.8	-6	-7	-8
CCN(CC)S(=O)(=O)c1ccc(-c2csc(C)n2)cc1	4	-0.3	14	24	1	-0.6	-2	3	-3
Cc1csc(NC(=O)CSc2nc3[nH]ncc3c(=O)[nH]2)n1	-7	-0.6	-13	12	-1	-1.6	4	1	-2
CS(=O)(=O)c1ccc(C(=O)N2CC(=O)Nc3ccccc32)cc1	-1	-0.6	-3	-85	-2	-0.7	-13	1	-2
CC1CCC2(CC1)NC(=O)N(CC(=O)NCc1ccc(Cl)cc1)C2=O (stereo unspecified)	-3	-0.2	13	-2	-2	-0.2	5	1	12
Cc1nnc(NC(=O)CSc2nnc(CNC(=O)c3ccc(F)cc3)o2)s1	-6	-0.6	-6	21	-9	-0.8	11	2	2
COC(=O)c1ccc2nc(-c3cccc(Cl)c3)c(Cc3cccc(Cl)c3)n2c1	23	-0.9	13	x	-4	0.3	1	-3	-20

Other results follow.
SMILES	FAS TE block	TbMetRS inhib	SKN-1 inh	PABP1 MLLE inh	bovine MsrA act	MsrA inh	E coli Lon inh	MT1-MMP act inh	NRP1-CendR mod
CC1CCN(C(=O)Cn2c3ccccc3c3nc4n(c(=O)c32)CCCS4)CC1	-2	-0.1	16	-2	-3	1.8	-3	-5	5
COc1cc2c3c(c1OC)C1(C=CC(=O)C=C1)CC3N(C(=O)CCC(=O)O)CC2 (stereo unspecified)	-4	0.1	3	8	-2	-1.4	-4	-3	-9
Cc1ccc(C)c(NS(=O)(=O)c2cc(C(=O)N3CCCC3)ccc2Cl)c1	-2	-0.5	-9	-4	-10	1.7	-3	0	7
O=C(NC1CCCCC1)c1ccc(CNc2c(N3CCOCC3)c(=O)c2=O)cc1	-6	0.0	3	-11	-4	0.8	-6	-1	-2
Cc1cccc(NC(=O)CCCN2C(=S)NC(C)(C)CC2C)c1C (stereo unspecified)	-5	-0.7	-6	-55	-5	0.3	1	11	12
Cc1c(C)c(C)c(C(=O)CCc2cccc(NC(=O)CCC(=O)O)c2)c(C)c1C	-3	-0.7	0	3	-4	0.3	-2	-3	-7
O=C(Nc1cccc(C(F)(F)F)c1)c1ccc(-c2ccc(F)c(F)c2)c2ccoc12	3	-0.3	1	7	-5	0.4	-14	0	-2

High-throughput results as filed in PubChem BioAssay.
